CHRM5 PAM = positive allosteric modulators of human muscarinic M5 receptor; hit rate 0.3% among 360,000; CHO-K1 hM5, Fluo-8 calcium, ACh EC20 PAM; 0% = ACh EC20, 100% = ACh EC100; AID 624038; activation, % at 3 µM;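 active = activation above the run cutoff, the mean activation of all test compounds plus 3 SD, cut at about 18% in these data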
Target sequence (P08912 whole entry, looked up): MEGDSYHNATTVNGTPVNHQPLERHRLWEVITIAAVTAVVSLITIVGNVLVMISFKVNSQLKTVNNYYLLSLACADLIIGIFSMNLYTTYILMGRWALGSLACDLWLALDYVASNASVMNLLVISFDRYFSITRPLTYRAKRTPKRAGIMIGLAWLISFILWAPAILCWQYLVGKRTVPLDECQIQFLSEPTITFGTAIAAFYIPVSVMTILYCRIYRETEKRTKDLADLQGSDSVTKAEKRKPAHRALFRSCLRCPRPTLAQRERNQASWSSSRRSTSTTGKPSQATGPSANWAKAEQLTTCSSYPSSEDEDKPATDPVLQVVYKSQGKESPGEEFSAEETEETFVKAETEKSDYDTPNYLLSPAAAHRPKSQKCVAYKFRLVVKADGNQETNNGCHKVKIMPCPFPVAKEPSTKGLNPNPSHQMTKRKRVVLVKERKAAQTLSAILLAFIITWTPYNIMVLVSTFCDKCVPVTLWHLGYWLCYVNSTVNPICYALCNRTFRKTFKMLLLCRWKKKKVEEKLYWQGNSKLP
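system = human M5 receptor in CHO-K1 cells | compound = one concentration, 3 µM final (nominal) | schedule = Post-acetylcholine fluorescence recording 140 s | signal = Fluo-8 calcium dye fluorescence, kinetic read | benchmarks = low control EC20 acetylcholine (0%), high control EC100 acetylcholine (100%) | repeats = singlicate, one well per test compound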
M5 antag = blocks acetylcholine activation of human M5 receptor; hit rate 0.59% among 360,000; CHO-hM5 cells, Fluo-8 calcium fluorescence, ACh EC80; P08912; AID 624040; inhibition, % at 3 µM;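 active = inhibition above a per-plate cutoff, the mean of that plate's test compounds plus 3 SD, cut at about 27% in these data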;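 also: 0% = acetylcholine EC80 with DMSO and 100% = DMSO without agonist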
M4 PAM = CHRM4 positive allosteric modulation | hit rate 0.4% among 360,000 | CHO-K1 hM4/Gqi5, Fluo-8 calcium fluorescence, ACh EC20; 0% = ACh EC20, 100% = maximal ACh | activation, % at 3 µM;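 active = activation above its plate's cutoff, the mean activation of sample wells plus 3 SD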; also: some results filed as inactive read as strong as hits
Target sequence (P08173 whole entry, looked up): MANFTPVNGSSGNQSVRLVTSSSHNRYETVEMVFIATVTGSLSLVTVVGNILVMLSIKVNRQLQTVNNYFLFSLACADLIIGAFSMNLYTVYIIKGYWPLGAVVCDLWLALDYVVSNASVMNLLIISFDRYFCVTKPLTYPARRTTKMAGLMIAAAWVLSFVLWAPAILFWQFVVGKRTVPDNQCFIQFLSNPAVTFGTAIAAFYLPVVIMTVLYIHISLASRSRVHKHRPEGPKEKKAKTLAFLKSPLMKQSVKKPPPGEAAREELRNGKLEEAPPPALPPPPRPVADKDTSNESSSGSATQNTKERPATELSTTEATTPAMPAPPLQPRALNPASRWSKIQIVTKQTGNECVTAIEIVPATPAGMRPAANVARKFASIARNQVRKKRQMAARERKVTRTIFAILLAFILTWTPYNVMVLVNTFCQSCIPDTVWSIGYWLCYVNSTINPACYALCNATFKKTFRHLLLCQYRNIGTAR
CHRM4 antagonist = antagonists of human muscarinic M4 receptor (CHRM4). hit rate 0.73% among 360,000. CHO-hM4 cells, ACh EC80, Fluo-8 calcium fluorescence. inhibition, % at 3 µM;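 active = inhibition above its plate's cutoff, the mean inhibition of sample wells plus 3 SD, cut at about 27% in these data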;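 also: 0% = acetylcholine EC80 with DMSO and 100% = DMSO without agonist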
CRFBP-R2 block = antagonists of CRF-binding protein/CRF-R2 receptor complex. hit rate 0.59% among 350,000. AID 588475. inhibition, % at 11.8 µM. HEK293 CRF-R2/CRF-BP, CRF-induced calcium fluorescence;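 active = inhibition of the ligand-induced calcium signal above about 50% at the single tested concentration, limit read from the data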
M5 ag = CHRM5 agonism in calcium assay. P08912. activation, % at 3 µM. hit rate 0.19% among 360,000. CHO-K1 hM5 cells, Fluo-8 calcium fluorescence; 0% DMSO wells, 100% maximal acetylcholine response;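 active = activation above the run's mean over test compounds plus 3 SD, cut at about 23% in these data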;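 also: signal is peak over basal fluorescence ratio across the kinetic read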
CHRM4 agonist = agonists of human muscarinic M4 receptor (CHRM4); P08173; hit rate 0.14% among 360,000; activation, % at 3 µM; CHO-K1 hM4/Gqi5, Fluo-8 calcium fluorescence; vehicle 0%, full acetylcholine response 100%;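 active = activation above the run mean over all test wells plus 3 SD, cut at about 32% in these data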;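 also: peak over basal fluorescence ratio per well then scaled between controls; 0% = DMSO wells and 100% = acetylcholine at EC100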
CRFBP-R2 agonist = CRF-BP/CRF-R2 complex agonism. activation, % at 13.2 µM. hit rate 0.46% among 350,000. HEK293 CRF-R2/CRF-BP, calcium dye fluorescence (FLIPR); percent of saturating CRF peptide response. AID 588473;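 active = activation of at least 50%, plus an integration ratio under a set limit after plate pattern correction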;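 also: plate controls were neutral control wells without compound for no effect and CRF at EC100 for full effect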
IDE inh = inhibitors of human insulin-degrading enzyme in cells. hit rate 0.41% among 320,000. inhibition, % at 5.59 µM. HEK cells, FAbetaB cleavage, fluorescence polarization. P14735;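 active = percent inhibition above the average of all tested compounds plus 3 SD, set per screening campaign, cut at about 16% in these data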;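 also: IDE supplied by intact live HEK cells; FP after avidin binding of uncleaved biotin substrate so inhibition keeps polarization high; 0% = DMSO wells and 100% = 60 µM reference IDE inhibitor Ii1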
Active calls of the source: *; · = not tested or not shown.

SMILES | CHRM5 PAM | M5 antag | M4 PAM | CHRM4 antagonist | CRFBP-R2 block | M5 ag | CHRM4 agonist | CRFBP-R2 agonist | IDE inh
CC(=O)CCC(C)=O | -2 | 2 | -3 | -5 | 21 | 1 | 2 | -2.0 | 3
CCn1c(P(C)(=O)O)nc2ccccc21 | -5 | 7 | 5 | 3 | -6 | 0 | 1 | 0.2 | 6
C=CCn1c(O)c(/C=C2\C=Nc3ccccc32)c(=O)[nH]c1=O | 2 | 5 | -1 | -3 | -25 | 2 | 1 | 1.5 | -3
COc1ccc(CN2C(=O)NC(=O)/C(=C\c3cc(OC)c(OC)c(OC)c3)C2=O)cc1 | 3 | -4 | 7 | -5 | -9 | -1 | 1 | 3.2 | 4
CC(C)c1ccc(C2NCc3ccccc3-n3cccc32)cc1 (stereo not drawn) | -12 | 1 | -16 | 14 | -44 | 2 | 16 | 1.8 | ·
CCOC(=O)c1c(/N=C/c2c(O)n(-c3cccc(C)c3)c(=O)[nH]c2=O)sc2c1CCCC2 | 3 | -5 | -1 | 3 | 0 | -4 | -1 | 14 | 9
O=C(NC(Cc1ccccc1)C(=O)N1CCC2(CC1)OCCO2)C1CCCCC1 (stereo not drawn) | -3 | 4 | -10 | 11 | -6 | 0 | 2 | -1.0 | 2
COc1cccc(CN2CCCC(C(=O)c3ccccc3SC)C2)c1O (stereo not drawn) | -11 | 18 | -18 | -1 | 16 | -13 | 2 | -6.0 | 0
Cc1c(C(=O)N2CCC3(CC2)OCCO3)oc2ccc(S(=O)(=O)N3CCCCC3)cc12 | -6 | 9 | 6 | 0 | -29 | 1 | 3 | -0.1 | -4
CCN(CC)P(=O)(c1nccn1C)N(CC)CC | 6 | 1 | -6 | 2 | 0 | 2 | 0 | -0.3 | 1
COc1cccc(N2CCN(Cc3ccc(Cl)cc3)CC2)c1 | 8 | -4 | 12 | -9 | 1 | -4 | -2 | 1.6 | -2
COCCOC(=O)C1=C(N)Oc2c(c(=O)oc3ccccc23)C1c1ccncc1 (stereo not drawn) | -1 | 7 | -8 | 14 | 14 | 2 | 2 | -2.8 | 0
Cc1cc(N2CCCCC2)ccc1C=C1C(=O)N(C)C(=S)N(C)C1=O | -4 | -2 | -3 | 11 | -14 | -2 | 1 | 2.2 | 10
COC(=O)C(C)Oc1cc(C)cc2oc(=O)c3c(c12)CCCC3 (stereo not drawn) | -4 | 4 | 0 | -5 | 4 | -7 | 0 | -2.5 | 0
CCN1CCOC(c2ccccc2)C1 (stereo not drawn) | -11 | 10 | 1 | 2 | 6 | 1 | 0 | 3.7 | ·
O=C(NN=Cc1ccc(N(CCCl)CCCl)cc1Cl)c1cccnc1 | -15 | 5 | -4 | -20 | -23 | -3 | 13 | -3.0 | ·
Cc1ccc(CN2CCN(Cc3ccccc3F)CC2)cc1 | 26* | -10 | 4 | -6 | -4 | -6 | 1 | -0.4 | 1
Cc1c(N=Cc2c(O)n(C)c(=O)[nH]c2=O)c(=O)n(-c2ccccc2)n1C | 5 | 5 | 3 | -2 | 7 | 1 | 1 | -0.1 | 2
O=C1NC(=O)C(=Cc2cccs2)C(=O)N1 | -2 | 9 | 6 | 2 | -40 | 3 | 1 | -2.6 | ·
CCn1c(O)c(C=NCCN2CCOCC2)c(=O)n(CC)c1=S | -6 | 7 | -2 | -22 | 4 | -2 | 12 | -1.5 | 9
COc1nc2ccccc2c(=O)n1-c1ccc(C)cc1 | -4 | 1 | 4 | -8 | 37 | -2 | 0 | -3.0 | -1
CC(C)CN1Cc2cc(-c3cccc(F)c3)ccc2-n2nncc2C1 | -8 | 9 | -4 | -10 | · | 0 | 0 | · | ·
C=CCn1c(O)c(C=NCCCn2ccnc2)c(=O)[nH]c1=O | 3 | -5 | -11 | -3 | 5 | 3 | 1 | -0.9 | 0
OCC1OC(n2cnc3cc(Cl)c(Cl)cc32)C(O)C1O (stereo not drawn) | 6 | -6 | 7 | -5 | · | 1 | 1 | · | ·
COC(=O)C1=C(c2cccc(C#N)c2)C[C@@H]2CC[C@H]1N2C(=O)NCCOc1ccc(OC)cc1 | -2 | 5 | 9 | 7 | -3 | 0 | 0 | -1.4 | -4

Six compounds drawn at random from the list so far:
SMILES | CHRM5 PAM | M5 antag | M4 PAM | CHRM4 antagonist | CRFBP-R2 block | M5 ag | CHRM4 agonist | CRFBP-R2 agonist | IDE inh
COc1cccc(CN2CCCC(C(=O)c3ccccc3SC)C2)c1O (stereo not drawn) | -11 | 18 | -18 | -1 | 16 | -13 | 2 | -6.0 | 0
CCn1c(O)c(C=NCCN2CCOCC2)c(=O)n(CC)c1=S | -6 | 7 | -2 | -22 | 4 | -2 | 12 | -1.5 | 9
C=CCn1c(O)c(/C=C2\C=Nc3ccccc32)c(=O)[nH]c1=O | 2 | 5 | -1 | -3 | -25 | 2 | 1 | 1.5 | -3
COC(=O)C1=C(c2cccc(C#N)c2)C[C@@H]2CC[C@H]1N2C(=O)NCCOc1ccc(OC)cc1 | -2 | 5 | 9 | 7 | -3 | 0 | 0 | -1.4 | -4
CC(=O)CCC(C)=O | -2 | 2 | -3 | -5 | 21 | 1 | 2 | -2.0 | 3
O=C1NC(=O)C(=Cc2cccs2)C(=O)N1 | -2 | 9 | 6 | 2 | -40 | 3 | 1 | -2.6 | ·

Next part:
SMILES | CHRM5 PAM | M5 antag | M4 PAM | CHRM4 antagonist | CRFBP-R2 block | M5 ag | CHRM4 agonist | CRFBP-R2 agonist | IDE inh
C/C(CC(c1ccccc1)c1c(O)c2ccccc2oc1=O)=N\Nc1ccc([N+](=O)[O-])cc1[N+](=O)[O-] (stereo not drawn) | 8 | -14 | -10 | 1 | 4 | 7 | 1 | -1.6 | -1
COc1cc(C(=O)N/N=C/C23CC[C@@H](O)CC2(O)CC[C@@H]2[C@@H]3CCC3(C)C(C4=CC(=O)OC4)CCC23O)ccc1O (stereo partly drawn) | 1 | 5 | 3 | -3 | -11 | 0 | 0 | 4.5 | -1
C=CCn1c(O)c(C=Nc2c(C)n(C)n(-c3ccccc3)c2=O)c(=O)[nH]c1=O | -1 | 0 | -1 | 1 | 13 | -4 | 0 | -0.8 | 4
CCC(=O)OC1(c2ccccc2)CCN(C)CC1C (stereo not drawn) | 2 | -6 | -2 | -2 | -12 | -11 | 4 | 0.9 | 8
O=C1C(Br)C2CCC1C2C(=O)O (stereo not drawn) | 1 | -3 | -1 | -5 | -20 | 0 | 0 | 0.7 | ·
CCCCn1c(=O)c(C(=O)Nc2cccc(C)c2)c(O)c2ccccc21 | 0 | 2 | -5 | 7 | -17 | 0 | 0 | 2.3 | 2
CCOC(=O)CNC(=O)N1Cc2ccc(Br)cc2-n2nncc2C1 | 0 | -8 | 6 | -27 | · | -3 | 1 | · | ·
O=c1[nH]c(=S)n(-c2ccccc2F)c(O)c1C=NCc1ccco1 | -4 | -1 | 16 | -3 | 0 | -1 | 1 | -1.8 | 3
CN1CCCC(C(=O)c2ccc(-c3ccccc3)cc2)C1 (stereo not drawn) | 1 | 12 | -7 | -10 | 3 | -19 | 3 | -0.8 | 2
COc1ccc(N2C(=O)/C(=C/c3cc(C)n(-c4ccc(C)cn4)c3C)C(=O)NC2=S)c(OC)c1 | -2 | -3 | 2 | 0 | 3 | -1 | 2 | 2.9 | -1
COC(=O)C1=C(c2ccccc2OCc2ccccc2)C[C@@H]2CC[C@H]1N2C(=O)NCc1ccc(F)cc1 | -7 | 17 | -6 | 3 | 18 | -4 | 6 | -0.9 | -1
C/C(=N\N1CCCCCC1)c1c(O)n(-c2ccccc2C)c(=O)[nH]c1=O | 1 | 1 | -1 | 0 | 2 | 0 | 1 | -0.7 | 6
COc1ccc(C(CC(=O)N2CCC3(CC2)OCCO3)NS(=O)(=O)c2ccc(C)cc2)cc1 (stereo not drawn) | -5 | -3 | 6 | 2 | 17 | -2 | 1 | -1.4 | 2
COc1ccc(OC)c(CN2CCCC(C(=O)c3sccc3C)C2)c1 (stereo not drawn) | -5 | 8 | -20 | -4 | -5 | -8 | 3 | -2.2 | 2
COc1ccc(C(c2c(O)c3ccccc3oc2=O)c2c(C)n(C)n(-c3ccccc3)c2=O)cc1 (stereo not drawn) | 0 | 8 | -2 | 3 | 11 | -1 | 2 | -3.3 | 0
NS(=O)(=O)c1ccc(N2CCNCC2)cc1 | -1 | 16 | 3 | -4 | 14 | 0 | 0 | -7.4 | -2
COc1ccc(C(O)P(=O)(Oc2ccccc2)Oc2ccccc2)cc1 (stereo not drawn) | 14 | -21 | -2 | -12 | -4 | 0 | 2 | -0.3 | 2
COC(=O)C1=C(c2ccc(C(C)=O)cc2)C[C@@H]2CC[C@H]1N2C(=O)NC1CCCCC1 | 4 | -3 | 11 | -3 | -5 | 1 | 0 | -3.3 | 0
Cc1ccc(N2CCNCC2C)cc1 (stereo not drawn) | 4 | 11 | 3 | -8 | 23 | -1 | 1 | 12 | ·
C[C@H](CO)N1C[C@H](C)[C@@H](CN(C)C(=O)Oc2ccccc2)OCc2cnnn2CCCC1=O | 1 | -3 | 0 | -3 | 7 | 1 | 1 | 1.6 | ·
CN1CCCN(C(=O)COc2ccccc2)CC1 | -2 | -1 | -1 | 1 | 14 | -5 | 1 | -2.3 | -3
CC1(C)CC2(CCO1)NCCN1C(=O)CSC12 (stereo not drawn) | 0 | 3 | 14 | -1 | -6 | -1 | 0 | -2.6 | -4
CN(C)CCN=Cc1c(O)n(C2CCCCCC2)c(=O)[nH]c1=O | -4 | -1 | -2 | -8 | 2 | -4 | 1 | 0.0 | 2
CC1CCCN1CCC(C(N)=O)(c1ccccc1)c1ccccc1 (stereo not drawn) | -39 | 99* | -15 | 99* | -9 | -10 | 3 | 0.3 | ·
O=C1NC(=O)C(CCc2ccncc2)(CCc2ccncc2)C(=O)N1Cc1ccccc1 | -1 | 11 | 2 | 0 | -10 | 0 | 1 | -1.4 | 2
O=[N+]([O-])c1ccc(NCCO)c2ncccc12 | -4 | 0 | -3 | 4 | -2 | 0 | 1 | 0.0 | -6
Cc1cccc(OP(=O)(Nc2cccnc2)Oc2cccc(C)c2)c1 | -10 | 5 | -20 | -7 | -11 | 2 | 12 | -0.6 | 2

Among those listed so far, three contain a Cl atom:
SMILES | CHRM5 PAM | M5 antag | M4 PAM | CHRM4 antagonist | CRFBP-R2 block | M5 ag | CHRM4 agonist | CRFBP-R2 agonist | IDE inh
COc1cccc(N2CCN(Cc3ccc(Cl)cc3)CC2)c1 | 8 | -4 | 12 | -9 | 1 | -4 | -2 | 1.6 | -2
O=C(NN=Cc1ccc(N(CCCl)CCCl)cc1Cl)c1cccnc1 | -15 | 5 | -4 | -20 | -23 | -3 | 13 | -3.0 | ·
OCC1OC(n2cnc3cc(Cl)c(Cl)cc32)C(O)C1O (stereo not drawn) | 6 | -6 | 7 | -5 | · | 1 | 1 | · | ·

This is a subset. The share of hits here may be higher or lower than overall.
